Screening results as filed in PubChem.
EP2 modulator – modulates human prostaglandin E2 receptor EP2 signaling; P43116; EP2-expressing cells, cAMP HTRF FRET, PGE2 co-stimulation; induction, % at 25 µM; 0.83% of 260,000 active;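 active = compounds whose cAMP rise, as percent of the full-agonist control response, exceeds 60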;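 note: rat C6 glioma line stably carrying human EP2 under a CMV promoter; the protocol text gives 20 µM as final concentration; 100% = response of wells given 1 µM PGE2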
Target sequence (P43116 whole entry, looked up): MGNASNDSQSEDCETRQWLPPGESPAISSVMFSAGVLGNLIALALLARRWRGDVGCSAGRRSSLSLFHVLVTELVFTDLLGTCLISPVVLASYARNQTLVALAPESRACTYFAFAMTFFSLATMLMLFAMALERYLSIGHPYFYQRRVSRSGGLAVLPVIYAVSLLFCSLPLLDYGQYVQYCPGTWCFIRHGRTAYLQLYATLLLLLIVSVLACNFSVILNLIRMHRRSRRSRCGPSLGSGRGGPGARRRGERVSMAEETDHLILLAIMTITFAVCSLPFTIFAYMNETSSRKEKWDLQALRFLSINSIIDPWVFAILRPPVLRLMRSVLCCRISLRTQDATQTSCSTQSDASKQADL
PPC-1+TRAIL kill – PPC-1 cancer cell killing with TRAIL present; AID 1443; cell killing (% activity), % at 4 µM; 0.41% of 220,000 active; PPC-1 cells + TRAIL, ATPLite viability luminescence;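 active = cell killing above 50% in the first pass at 4 µM, then a duplicate retest at 5 µM averaging 50% or more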;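 note: plate controls were cells with TRAIL plus DMSO for no effect and medium-only wells lacking cells for full effect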
EP2 antag – EP2 receptor (human) inhibition; inhibition, % at 25 µM; C6 glioma cells expressing human EP2, cAMP TR-FRET; cells stimulated with saturating PGE2; 0.52% of 260,000 active; P43116;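 active = percent inhibition above 40 after rounding to a whole number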;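 note: rat C6 glioma host cells with rolipram phosphodiesterase inhibitor present; the protocol text gives 20 µM as final concentration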
CHOP inh – CHOP inhibition in unfolded protein response. CHO-K1 CHOP-promoter luciferase, tunicamycin-induced, 15-18 h. inhibition, % at 10 µM. 3.8% of 220,000 active. AID 2732;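 active = compounds that reduced the stress-induced luciferase reporter signal by more than about 70% of percent inhibition, limit read from the data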;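 note: 0% = tunicamycin plus vehicle and 100% = wells without tunicamycin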
* hit, by the source's call; . = no result given; & = joins results of further samples; ! = repeats disagree; [ ] = another dose, or the depositor's remark. This is a subset (hit frequency here may not be typical).

| Compound | EP2 modulator | PPC-1+TRAIL kill | EP2 antag | CHOP inh |
| --- | --- | --- | --- | --- |
| CC(=O)Cc1nsc(NC(=O)c2ccc(-c3ccc(Cl)c(C(F)(F)F)c3)o2)n1 | . | 1 | 29 | . |
| Cc1nccn1CC(=O)O | . | 24 | 2 | . |
| COc1cc2c(cc1OC)CN(Cc1cc(=O)n3cc(C)ccc3n1)CC2 | . | 8 | 5 | . |
| O=[n+]1cc(-c2cc3ccccc3o2)n([O-])c2c1CCCC2 | . | -13 | 8 | . |
| Cc1ccc(S(=O)(=O)N2CCN(C(=O)CCC(=O)N3CCc4ccccc43)CC2)cc1 | . | 2 | 19 | . |
| CCc1ccccc1N(C(=O)CCC(=O)Nc1cc(C)on1)C(C(=O)NC1CCCC1)c1ccco1 (stereo unspecified) | . | 2 | 9 | . |
| Cc1ccc(-n2ncc3c(NCCCn4ccnc4)ncnc32)c(C)c1 | . | 41 | 10 | . |
| Cn1c(=O)c2c(nc(CN3CCC(C(N)=O)CC3)n2Cc2ccccc2Cl)n(C)c1=O | . | 4 | 2 | . |
| CCOC(=O)N1CCN(c2nc(SC)nc3sc4c(c23)CC(C)(C)OC4)CC1 | . | 14 | 10 | . |
| CCC(C)(C)n1nnnc1C(c1cccc(C#N)c1)N1CCN(c2cc(C)ccc2C)CC1 (stereo unspecified) | . | 9 | 4 | . |
| Cc1nnc(SCc2nnc(-c3ccc(Cl)cc3)o2)n1-c1ccccc1 | . | 10 | 12 | . |
| COc1ccc(-c2nnc3sc(-c4ccccc4OC)nn23)cc1 | . | -8 | 7 | . |

Part of the list above, reduced to EP2 modulator and EP2 antag.
SMILES,EP2 modulator,EP2 antag
CCOC(=O)N1CCN(c2nc(SC)nc3sc4c(c23)CC(C)(C)OC4)CC1,.,10
CC(=O)Cc1nsc(NC(=O)c2ccc(-c3ccc(Cl)c(C(F)(F)F)c3)o2)n1,.,29
Cc1ccc(-n2ncc3c(NCCCn4ccnc4)ncnc32)c(C)c1,.,10

Later entries:
| Compound | EP2 modulator | PPC-1+TRAIL kill | EP2 antag | CHOP inh |
| --- | --- | --- | --- | --- |
| COCCCn1c2nc3ccccc3nc2c2c(=O)n(Cc3ccccc3Cl)cnc21 | . | 11 | 17 | . |
| CCOC(=O)N1CCC(NC(=O)c2cnn3c(C(F)(F)F)cc(-c4cccc(OC)c4)nc23)CC1 | . | 22 | 4 | . |
| O=C1C2C3c4ccccc4C(c4ccccc43)C2C(=O)N1Cc1ccco1 (stereo unspecified) | . | 9 | 8 | . |
| CC1Cn2c(nnc2-c2ccc(F)cc2)S1 (stereo unspecified) | . | 13 | 8 | . |
| O=C(Nc1ccc(OC(F)(F)F)cc1)c1cnc2n(c1=O)CCS2 | . | 1 | 11 | . |
| CCOc1ccc2nc(NCCNC(=O)C3CC3)c(C)cc2c1 | . | 1 | 15 | . |
| Cc1nn(-c2ccccc2)c2sc(C(=O)n3cccn3)cc12 | . | -20 | 23 | . |
| CCOC(=O)c1cnn(-c2ncnc3c2oc2ccccc23)c1N | . | 27[5 µM] | 21 | . |
| CCCn1c(=O)c2ccccc2n2c(SCC(=O)Nc3cc(C)on3)nnc12 | . | -11 | 5 | . |
| COc1ccc(N2CCCn3c2nc2c3c(=O)n(CCN3CCOCC3)c(=O)n2C)cc1 | . | -4 | 10 | . |
| CCC1CCCCN1Cc1nc2c(c(=O)n(C)c(=O)n2C)n1CCCc1ccccc1 (stereo unspecified) | . | 6 | 8 | . |
| CCOC(=O)c1sc(NCCNc2nc(C)c(C(=O)OCC)s2)nc1C | . | 2 | 13 | . |
| NC(=O)CN1CCOCCN(CC(N)=O)CCOCC1 | . | 26 | 8 | . |
| Cc1onc(-c2ccccc2Cl)c1C(=O)Nc1cnn(Cc2ccccc2)c1 | . | 21 | 10 | . |
| c1ccc(OCc2nn3c(-c4n[nH]c5c4CCC5)nnc3s2)cc1 | . | 27 | 24 | . |
| CN(C)c1ccc(-c2nn3c(-c4cccnc4)nnc3s2)cc1 | . | 22 | 9 | . |
| CSc1nnc2c3cc(F)ccc3n(Cc3ccccc3)c2n1 | . | -16 | 16 | . |
| CCCn1c(SCc2cc(=O)[nH]c3ccccc23)nc2c1c(=O)n(C)c(=O)n2C | . | -4 | 12 | . |
| Fc1ccccc1N1CCN(C2CCN(Cc3c[nH]c4ccccc34)CC2)CC1 | . | 32 | 11 | . |
| O=S(=O)(Nc1ncnc2c1oc1ccccc12)c1ccc(Cl)s1 | . | -7 | 7 | . |
| C=CCOC(=O)C1=C(C)NC(C)=C(C(=O)OCC=C)C1c1ccc(O)cc1 | . | 11 | 13 | . |
| Cc1ccc2oc3c(c(=O)c2c1)C(c1cccc(Cl)c1)N(CCCN1CCOCC1)C3=O (stereo unspecified) | . | 3 | 8 | . |
| COc1ccc(S(=O)(=O)C(C#N)c2nc3ccccc3nc2N2CCC(C)CC2)cc1 (stereo unspecified) | . | 9 | 11 | . |
| O=C(N1CCN(Cc2ccc3c(c2)OCO3)CC1)C12CC3CC(CC(C3)C1)C2 | . | -20 | 8 | . |
| COCCNC(=O)c1cc2c(=O)n3cccc(C)c3nc2n1C | . | 39 | 9 | . |
| O=C1c2ccccc2C(=O)N1Cc1nn2c(-c3ccc(Cl)cc3)nnc2s1 | . | 25 | 16 | . |
| O=C(NCc1ccc(F)cc1)c1cnc2sccn2c1=O | . | -8 | 10 | . |
| CCCCOc1ccccc1NC(=O)CC1Nc2ccccc2NC1=O (stereo unspecified) | . | -7 | 13 | . |
| CCCCSc1nc2c(c(=O)[nH]c(=O)n2C)n1CCc1ccccc1 | . | 7 | 10 | . |
| Cc1cc(C)c2[nH]c(=O)c(C(c3nnnn3Cc3ccc4c(c3)OCO4)N3CCCCC3)cc2c1 (stereo unspecified) | . | 32 | 8 | . |
| O=C1c2ccccc2C(=O)N1Cc1nc2ccccc2c(=O)n1Cc1ccco1 | . | -15 | 6 | . |
| COC(=O)C1=C(N)Oc2cc(C)n(CCCn3ccnc3)c(=O)c2C1c1cccc(Cl)c1 (stereo unspecified) | . | 7[5 µM] | 15 | . |
| COCCn1c(-c2cc(OC)c(OC)c(OC)c2)nc2oc3ccccc3c(=O)c2c1=O | . | 18 | 10 | . |
| Clc1ccc(N2CCN(c3ncnc4c3oc3ccccc34)CC2)cc1 | . | 2 | 17 | . |
| COc1cc2ccccc2cc1C(=O)Nc1ccc(N2CCN(C)CC2)cc1 | . | 36 | 2 | . |
| C=C(C)Cn1c(C2CC(=O)N(Cc3ccccc3)C2)nc2ccccc21 (stereo unspecified) | . | 18 | 12 | . |
| COc1cccc(-n2nnc3c(=O)n(Cc4cccc(C)c4)cnc32)c1 | . | 22 | 10 | . |
| C=C(C)Cn1c(=O)c2c(nc3n2CCN3c2cccc(Cl)c2C)n(C)c1=O | . | -24 | 12 | . |
| CC1CCN(c2nc3c(c(=O)n(C)c(=O)n3C)n2CCSc2ncccn2)CC1 | . | 11 | 12 | . |
| CC1=C(C)SC(=C(C#N)c2nnc(N3CCOCC3)n2-c2ccccc2)S1 | . | 11 | 7 | . |
| CCOC(=O)c1sc2nc(-c3ccco3)c3c(c2c1N)CC(C)(C)OC3 | . | 11 | 17 | . |
| c1ccc(Cn2ncc3c2ncn2c(-c4ccncc4)nnc32)cc1 | -34 | 9 | 6 | . |
| COCCn1nnnc1C1(N(Cc2cc3cc(C)ccc3[nH]c2=O)CC2CCCO2)CCN(C)CC1 (stereo unspecified) | 14 | 12 | 10 | . |
| Cc1sc2nc(CN(CCc3ccccc3)C(=O)c3ccco3)[nH]c(=O)c2c1C | 0 | 3 | 10 | . |
| CCOc1ccc(OCC)c(NC(=O)CSc2nc3c(c(=O)n(C)c(=O)n3C)n2C)c1 | -4 | 18 | 5 | . |
| COc1cccc2cc(C(=O)Nc3cccc(C)n3)c(=O)oc12 | -12 | 5 | 15 | . |
| CCN(CC)c1ccc2cc(C(=O)Nc3ccc(-n4cnnn4)c(OC)c3)c(=O)oc2c1 | -29 | 8 | 6 | . |
| Cc1nnc2n(Cc3ccccc3)c(=O)c3c4c(sc3n12)CCCC4 | 17 | 0 | 5 | . |

Ordered by number of heavy atoms (highest first): part of the list above.
| Compound | EP2 modulator | PPC-1+TRAIL kill | EP2 antag | CHOP inh |
| --- | --- | --- | --- | --- |
| CCN(CC)c1ccc2cc(C(=O)Nc3ccc(-n4cnnn4)c(OC)c3)c(=O)oc2c1 | -29 | 8 | 6 | . |
| Cc1sc2nc(CN(CCc3ccccc3)C(=O)c3ccco3)[nH]c(=O)c2c1C | 0 | 3 | 10 | . |
| CC1=C(C)SC(=C(C#N)c2nnc(N3CCOCC3)n2-c2ccccc2)S1 | . | 11 | 7 | . |
| COc1cccc(-n2nnc3c(=O)n(Cc4cccc(C)c4)cnc32)c1 | . | 22 | 10 | . |
| COc1cccc2cc(C(=O)Nc3cccc(C)n3)c(=O)oc12 | -12 | 5 | 15 | . |

Continued.
| Compound | EP2 modulator | PPC-1+TRAIL kill | EP2 antag | CHOP inh |
| --- | --- | --- | --- | --- |
| CCn1c(=O)c2[nH]c(-c3ccccc3)nc2n(CC)c1=O | 25 | . | 13 | -35 |
| COc1cc(C(O)CO)ccc1OS(=O)(=O)O (stereo unspecified) | 6 | . | 6 | 54 |
| COc1cccc(C(=O)NCCN2CCN(c3ccc(Cl)cc3)CC2)c1 | -10 | . | 11 | -26 |
| CCCn1c(=O)c2[nH]c(-c3ccc(S(=O)(=O)O)cc3)nc2n(CCC)c1=O | 0 | . | 13 | -5 |
| O=S(=O)(c1cccc2c(Cl)cccc12)N1CCCNCC1 | -25 | . | 13 | -21 |
| COc1ccc(CCN(C)CCc2ccc(OC)c(OC)c2)cc1OC | -11 | . | 13&17 | -1 |
| Cn1ccnc1 | 10 | . | 10 | -7 |
| C[C@]12C=CC(=O)C=C1CC[C@@H]1C2=CC[C@]2(C)[C@@H](C(=O)CN3CCN(c4cc(N5CCCC5)nc(N5CCCC5)n4)CC3)CC[C@@H]12 | 8 | . | 11&11 | -17 |
| CC1(NCC(O)COc2cccc3[nH]ccc23)CCC(C(C)(C)NC(=O)CBr)CC1 (stereo unspecified) | 10 | . | 17 | -11 |
| NCCCCC(=O)O | 9&-8 | . | 14&10 | 15 |
| O=C(O)c1cc(=O)c2ccccc2[nH]1 | 13&16 | . | 9&10 | -18 |
| N[C@@H](Cc1cnc[nH]1)C(=O)O | 14 | . | 16 | -13 |
| COC(=O)C(C)(N)Cc1ccc(O)cc1 (stereo unspecified) | 10 | . | 11 | -1 |
| O=C(O)CN(CCOCCOCCN(CC(=O)O)CC(=O)O)CC(=O)O | 18 | . | 9 | -5 |
| OCCN1CCN(CC/C=C2/c3ccccc3Sc3ccc(C(F)(F)F)cc32)CC1 | 11 | . | 4 | -8 |
| COC(=O)[C@@H]1[C@H]2C[C@H]3c4[nH]c5ccccc5c4CCN3C[C@@H]2CC[C@@H]1O | -1 | . | 11&8 | -5 |
| COc1ccccc1OCC(O)CN1CCN(CC(=O)Nc2c(C)cccc2C)CC1 (stereo unspecified) | 19&12 | . | 10&12&13 | -13 |
| Cc1ccc(O)c(N=Nc2ccccc2)n1 | -6 | . | 15&12 | -9 |
| CCCCCCCCCCCCCCCCCCOC[C@H](COP(=O)([O-])OCC[N+](C)(C)C)OC | 8 | . | 11 | -5 |
| OC[C@H]1O[C@@H](n2cnc3c(Nc4ccccc4)ncnc32)C(O)[C@H]1O (stereo partly specified) | 0 | . | 13 | 3 |
| Oc1ccc(O)cc1 | -34&8 | . | 110*! | 5 |
| NCCS(=O)(=O)O | 7 | . | 12&13 | 26 |
| Brc1ccc([C@H]2CN3CCSC3=N2)cc1 | 11 | . | 15&15 | -3 |
| O=c1c(O)c(-c2cc(O)c(O)c(O)c2)oc2cc(O)cc(O)c12 | -3 | . | 17 | -8 |
| N[C@H](C(=O)O)c1cc(O)cc(O)c1 | -4 | . | 14 | 20 |
| CSc1nc(N)c2ncn([C@@H]3O[C@H](COP(=O)(O)OP(=O)(O)O)[C@H](O)C3O)c2n1 (stereo partly specified) | 21 | . | 17 | 10 |
| C[n+]1cc2c3c(ccc2c2ccc4cc5c(cc4c21)OCO5)OCO3 | -38&-22 | . | 118* | -6 |
| O=C1NC(=O)C(c2ccccc2[N+](=O)[O-])=C1Nc1ccc(O)c(Cl)c1 | -21 | . | 14 | 2 |
| CNCCC(Oc1ccccc1OC)c1ccccc1 (stereo unspecified) | 21 | . | 9&6 | 4 |
| CCN(c1nc(N)c(C(=O)N=C(N)N)nc1Cl)C(C)C | -6 | . | 23&15 | -7 |
| NCCCNCCSP(=O)(O)O | 22 | . | 6 | -15 |
| CC(C)(C(=O)O)c1ccc(C(O)CCCN2CCC(C(O)(c3ccccc3)c3ccccc3)CC2)cc1 (stereo unspecified) | 9&1 | . | 12&12 | -12 |
| CNc1ncnc2c1ncn2[C@H]1C[C@H](OP(=O)(O)O)[C@@H](COP(=O)(O)O)O1 | 31 | . | 10 | -8 |
| O=C(O)/C=C/C(O)c1ccc(Cl)cc1 (stereo unspecified) | 79* | . | 13 | 2 |
